Compound activity (PubChem BioAssay)
TIM10 inh: inhibits growth of TIM10 yeast strain | inhibition, % at 10 µM | AID 463195 | S. cerevisiae TIM10 strain growth, BacTiter-Glo luminescence, 24 h | 1.4% of 330,000 active;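 active means inhibition of 40% or more at the single tested concentration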;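 further: wild-type TIM10 isogenic control strain grown at permissive 25 °C; 0% = DMSO yeast wells and 100% = minimal medium wells without yeast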
GRIN3A LBD mod: modulates the human NR3A ligand-binding domain. Tm shift relative to glycine control, % at 25 µM. 2.5% of 340,000 active. AID 1259313. NR3A LBD differential scanning fluorimetry, Tm shift; 0% = protein alone, 100% = glycine-bound protein;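 active means melting temperature shift of at least 10% of the positive control shift, at one fixed dose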
beta cell repl: inducers of beta-cell replication in MIN6 cells | MIN6 cells proliferation, ATPlite luminescence, 48 h; cells starved in 0.2% serum; 100% = growth in 10% serum | proliferation, % at 10 µM | 0.29% of 330,000 active;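 active means compounds whose signal lies at least 3.5 SD above the mean of all wells on their plate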;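 further: 0% = DMSO-treated cells in low-serum medium and 100% = 10% serum control; some compounds called inactive have numbers as strong as hits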
MPTP block: permeability transition pore inhibition. isolated mouse mitochondria, Ca2+ swelling absorbance, 30 min. inhibition, % at 10 µM. 1.4% of 360,000 active. AID 602449;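 active means inhibition of 50% or more, scaled per plate between neutral and stimulator controls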;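 further: 0% = DMSO wells given calcium and 100% = 1 mM EGTA wells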
APJ antagonist: blocks the human apelin receptor APJ | P35414 | CHO-K1 APJ beta-arrestin complementation, luminescence | inhibition, % at 20 µM | 0.32% of 330,000 active;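 active means inhibition above about 40% at 20 µM, limit read from the data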;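 further: cells challenged with 10 nM apelin-13 agonist together with compound; plate controls were apelin-13 plus DMSO wells for no effect and DMSO wells lacking apelin-13 for full effect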
Target sequence (P35414 whole entry, looked up): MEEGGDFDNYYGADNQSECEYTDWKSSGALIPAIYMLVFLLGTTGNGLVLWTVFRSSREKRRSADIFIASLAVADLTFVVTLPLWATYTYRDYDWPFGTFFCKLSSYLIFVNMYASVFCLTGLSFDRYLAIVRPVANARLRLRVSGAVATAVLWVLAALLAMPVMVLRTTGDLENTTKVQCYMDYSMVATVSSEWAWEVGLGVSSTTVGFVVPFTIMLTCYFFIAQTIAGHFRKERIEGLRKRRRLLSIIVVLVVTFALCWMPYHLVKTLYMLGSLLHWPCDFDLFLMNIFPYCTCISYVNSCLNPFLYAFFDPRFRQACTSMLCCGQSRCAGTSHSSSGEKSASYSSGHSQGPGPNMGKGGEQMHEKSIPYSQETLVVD
NALP3 yeast inh: NALP3 inhibition in yeast; inhibition, % at 10 µM; AID 2825; 0.39% of 330,000 active; Yeast reconstituted NLRP3/ASC/caspase-1, beta-gal luminescence, 24 h;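 active means inhibition of 50% or more; inactive means inhibition below 50%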;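 further: plate controls were induced DMSO wells for no effect and uninduced yeast grown without galactose for full effect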
tim10-1 inh: tim10-1 yeast growth inhibition. S. cerevisiae tim10-1 ts strain growth, BacTiter-Glo, 24 h. inhibition, % at 20 µM. 2.2% of 330,000 active;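 active means inhibition of at least 40%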;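 further: mutant grown at 25 °C; 0% = DMSO wells with yeast and 100% = wells holding no yeast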
APJ ag: APJ receptor agonism; 0.11% of 330,000 active; CHO-K1 APJ PathHunter beta-arrestin, luminescence; 0% DMSO wells, 100% apelin; P35414; AID 2520; activation, % at 20 µM;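 active means activation more than six SD over the plate average, tested at 20 µM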;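 further: 0% = DMSO alone and 100% = apelin-13 at 10 nM; some results filed as inactive read as strong as hits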
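Test system: CHO-K1 APJ beta-arrestin complementation cell line | Compound: Single test compound dose, 20 µM final, 1% DMSO | Incubation: Compound 90 min 25 °C, reagent 1 h | Measured by: beta-gal luminescence | Read-out basis: APJ–arrestin association signal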
tim23-1 inh: inhibits growth of tim23-1 mutant yeast. S. cerevisiae tim23-1 growth, BacTiter-Glo luminescence, 24 h. 1.3% of 330,000 active. inhibition, % at 20 µM;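 active means growth inhibition of the mutant yeast at or above 50%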;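 further: temperature-sensitive mutant grown at 25 °C; plate controls were DMSO-treated mutant yeast for no effect and medium wells lacking yeast for full effect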
The depositor's hits bear a star; nt = no result given.

Start of the data: the first 3 compounds as a preview:
Molecule,TIM10 inh,GRIN3A LBD mod,beta cell repl,MPTP block,APJ antagonist,NALP3 yeast inh,tim10-1 inh,APJ ag,tim23-1 inh
CN(Cc1ccccc1)C(=O)c1cccc(N2C(=O)NC3CC2(C)Oc2ccccc23)c1 (stereo unspecified),18,-1,-1,-0.2,-3,6,16,-2,26
CCc1ccc(CNCc2cccs2)cc1,-17,1,-3,10,0,6,-23,-3,-48
Cc1ccc(C)c(N2CCN(C(=O)CN3C(=O)c4ccccc4C3=O)CC2)c1,8,2,-2,0.8,15,23,7,-2,34

All compounds of this part, from the first entry:
Molecule,TIM10 inh,GRIN3A LBD mod,beta cell repl,MPTP block,APJ antagonist,NALP3 yeast inh,tim10-1 inh,APJ ag,tim23-1 inh
CN(Cc1ccccc1)C(=O)c1cccc(N2C(=O)NC3CC2(C)Oc2ccccc23)c1 (stereo unspecified),18,-1,-1,-0.2,-3,6,16,-2,26
CCc1ccc(CNCc2cccs2)cc1,-17,1,-3,10,0,6,-23,-3,-48
Cc1ccc(C)c(N2CCN(C(=O)CN3C(=O)c4ccccc4C3=O)CC2)c1,8,2,-2,0.8,15,23,7,-2,34
O=C(C1CC=CCC1)N1CCN(C(=O)C2CC=CCC2)CC1 (stereo unspecified),8,4,0,1.3,-6,8,4,-4,-1
COc1ccc2nc(NC(=O)CSc3nnc(C)s3)sc2c1,-8,0,-3,0.4,-7,-20,9,-4,6
COc1ccccc1N1CCN(C(=S)Nc2ccc(F)cc2)CC1,15,0,1,-0.1,-1,18,36,-2,27
CN(C)CCCOC(=O)COc1ccc(Br)cc1,-4,0,-3,0.7,9,-3,-10,-4,-1
CC(C)CN1C(=O)c2ccc(C(=O)Nc3nccs3)cc2C1=O,8,0,-2,0.1,17,23,-17,-3,44
CC(=O)Nc1ccc(/C=N/NC(=O)c2cccs2)cc1,2,-1,-2,-1.2,-9,24,-2,2,1
CCC(=O)Nc1ccc(/C(C)=N\NC(=O)c2ccc(C)s2)cc1,16,22*,0,-0.6,-9,10,1,8,-2
CCN1CCCc2cc(CN(CCN3CCOCC3)C(=S)Nc3cccc(Cl)c3)ccc21,6,-1,-5,1.9,4,-5,6,-2,12
CC1CCN(S(=O)(=O)CCNC(=O)c2ccccc2)CC1,-9,1,4,-2.7,18,-1,-11,-3,-15
COCCCNCC(=O)Nc1ccc(OC(F)(F)F)cc1,1,1,-2,-1.7,11,10,10,1,3
COc1ccc(OC)c2sc(N3CCN(C(=O)c4ccc([N+](=O)[O-])s4)CC3)nc12,-87,-1,-6,1.0,-103,8,34,18,-54
O=C(Nc1nc(-c2cccc([N+](=O)[O-])c2)cs1)c1cccc([N+](=O)[O-])c1C(=O)O,10,0,-3,-1.6,1,0,-1,-2,6
COc1cc(C=O)ccc1OCCOCCOc1c(C)cc(Cl)cc1Cl,5,0,-2,-1.1,16,-4,23,2,10
O=S(=O)(c1cccs1)N1CCC(CO)(Cc2cccc(F)c2)CC1,6,3,-2,-0.2,5,10,-9,0,28
COc1ccc(-c2ncc3ccccn23)cc1OC,3,0,0,-1.0,4,11,5,1,-3
Cc1ccc(C)c(NC(=S)N2CCN(Cc3ccccc3)CC2)c1,7,-2,-3,0.2,9,6,22,-5,-23
COc1ccc(N2CCN(C(=O)C(Cc3ccccc3)n3cccc3)CC2)cc1 (stereo unspecified),-2,-1,-4,-0.4,6,14,19,0,14
COc1ccc(-c2nnc(SCC(=O)N3CCC(Cc4ccccc4)CC3)o2)cc1OC,17,0,-2,6.1,-4,19,38,-1,31
CCOc1cccc2cc(C(=O)N3CC(C)OC(C)C3)c(=O)oc12 (stereo unspecified),-5,-1,-2,0.5,2,19,17,-2,14
Cc1c(Cl)cccc1NC(=O)Cc1cccs1,-26,2,-2,-1.5,-8,18,-16,-2,-3
Cc1ccccc1NC(=O)/C=C/c1cccs1,9,0,-3,6.9,-24,8,22,0,20
COc1ccc(/C=C/C(=O)N(C)Cc2cccs2)cc1S(=O)(=O)N1CCOCC1,-16,0,-2,1.8,-6,5,11,-4,12
O=C(COc1ccc(Cl)cc1)OCc1csc(Nc2ccccc2)n1,13,9,1,-1.1,3,5,19,-5,27
COc1ccc(C(=O)NN2CCOCC2)cc1[N+](=O)[O-],7,3,2,-1.4,-31,1,-22,-4,-13
Cc1noc(C)c1COc1cccc(C(=O)NCc2cccc(Cl)c2)c1,4,0,-2,-0.2,-2,17,32,-1,-29
COc1ccc(CNC(=O)CSc2ccsc2[N+](=O)[O-])cc1,22,-1,-5,1.8,4,28,25,-2,22
CN(C)CCCNC(=O)c1ccc(-c2ccccc2)cc1,-10,-1,-1,-0.2,14,4,-8,-1,-5
COc1ccc(-c2cc(C(F)F)n3ncc(C(=O)Nc4cnn(Cc5ccccc5)c4)c3n2)cc1,-2,nt,-4,nt,17,-5,8,-4,-11
COc1ccc(Cl)cc1NC(=O)CN(C)C(=O)c1ccc(C)s1,9,2,2,-1.4,13,18,33,0,32
Cc1noc(C)c1NC(=O)Nc1cccc2c1O[C@H](CN(C)S(=O)(=O)c1c(C)noc1C)[C@@H](C)CN([C@H](C)CO)C2=O,10,-2,2,-0.9,-6,14,-2,-4,-3
CC(=O)N1CC(C)Oc2ccc(S(=O)(=O)NC(CC(=O)O)c3ccccc3)cc21 (stereo unspecified),-5,-1,-1,0.0,-22,8,19,3,6
O=C(NCC1CCCO1)c1ccc(Cl)c(S(=O)(=O)N2CCOCC2)c1 (stereo unspecified),-16,-7,-3,-0.1,-2,13,12,2,12
CC(C)c1nnc(NC(=O)CCC(=O)N2CCN(c3ccccn3)CC2)s1,2,2,2,0.1,-4,-11,10,-2,12
CCc1ccc(C(=O)Nc2cccnc2Oc2ccc(Cl)cc2)cc1,3,0,-3,2.9,16,24,-6,1,11
C=CCn1c(N2CCN(c3ccc(OC)cc3)CC2)nc2c1c(=O)[nH]c(=O)n2C,-7,-2,0,-1.5,0,-8,18,3,18
COc1ccc(C2=NN(C(=O)CCC(=O)O)C(c3ccccc3OC)C2)cc1 (stereo unspecified),-7,-1,-1,0.7,0,8,8,-4,15
CCCCNC(=O)CSc1nc(Cc2ccccc2)nc2ccccc12,-27,-2,-1,-0.4,1,26,-12,-5,26
Cc1cc(C(=O)NCC(C)(C)N2CCOCC2)c(C)o1,-2,nt,3,0.5,18,14,-3,0,1
O=S(=O)(NCc1ccc(Cl)cc1)NCc1ccccc1F,3,-1,1,2.3,4,28,7,-3,-2
Cc1cc(-c2nnc(CCC(=O)NC(Cc3ccccc3)c3ccccc3)o2)no1 (stereo unspecified),16,0,1,1.7,13,13,13,-3,13
CCc1ccccc1-n1c(SCC(=O)NC)nnc1-c1cccnc1,-1,-8,-2,0.7,-6,18,-5,-6,5
Cc1cc(F)ccc1S(=O)(=O)Nc1ccc(C(=O)N2CCCCCC2)cc1,1,0,5,0.8,8,14,2,-2,2
CC(=O)c1c(C)nn(CCC(=O)O)c1C,-1,0,4,-0.8,10,5,7,-4,8
c1csc(-c2nnc(COc3ccc4c(c3)OCO4)o2)c1,8,0,-1,-3.5,3,6,14,-2,18
Cc1sc2nc(COC(=O)c3ccc(N4CCCC(C)C4)c([N+](=O)[O-])c3)[nH]c(=O)c2c1C (stereo unspecified),3,-4,1,2.5,17,1,12,-5,-1
Cc1ccc2c(c1)N(CC(=O)N1CCCC1)C(=O)CO2,-2,0,-1,0.6,-15,2,0,-1,-6
Cc1[nH]c2ccccc2c1C(=O)COc1ccccc1,18,2,1,2.4,0,34,-2,1,14
O=S(=O)(NCCNc1ncc(C(F)(F)F)cc1Cl)C(F)(F)F,45*,-4,-6,81*,5,-11,55*,0,47
O=C(Nc1ccc(Cl)c(S(=O)(=O)N2CCOCC2)c1)c1cc(-c2ccccn2)nc2ccccc12,26,-1,-5,-0.1,-2,7,7,7,10
NC(=O)Nc1ccccc1C(=O)N1CCC(O)(c2ccc(Cl)cc2)CC1,1,0,-1,-0.2,23,-2,-2,-4,-2
Cc1ccc(-c2nc(SCC(=O)c3c(N)n(C)c(=O)n(C)c3=O)n[nH]2)cc1,-15,1,-4,0.1,8,21,-51,-1,-20
C/C=C(\C)C(=O)NCCN1C2=NC[C@H](Cc3ccccc3)N2C[C@@H]1Cc1ccc(OC)cc1,-11,-6,-2,-2.7,-54,13,-18,0,-5
CC(=O)N1CCC(N(C(=O)Nc2ccc(Cl)cc2)C(C)C)CC1,-5,-2,-2,2.8,5,5,-5,-4,11
O=C(CC1C(=O)NCCN1C(=O)Nc1ccc(F)cc1)Nc1ccc(F)cc1 (stereo unspecified),-9,2,-2,-1.1,-8,6,-14,-5,5
COc1ccc(CN2[C@@H](CC(=O)O)c3ccc(C(F)(F)F)cc3S2(=O)=O)cc1,-5,nt,-7,nt,-42,3,-4,-3,-13
CC1CCCCC12NC(=O)N(CC(=O)NC(=O)NCc1ccco1)C2=O (stereo unspecified),-4,-3,-3,-0.2,-5,6,9,-5,17
CCCCN(C(=O)CCC(=O)Nc1cc(C)on1)C(C(=O)NC1CCCC1)c1cccc(OC)c1 (stereo unspecified),13,-2,0,-0.4,-12,-11,20,-2,15

Other entries follow:
Molecule,TIM10 inh,GRIN3A LBD mod,beta cell repl,MPTP block,APJ antagonist,NALP3 yeast inh,tim10-1 inh,APJ ag,tim23-1 inh
O=C(Cc1ccccc1)NCCCN1CCN(CCCNC(=O)Cc2ccccc2)CC1,2,-1,-2,1.9,16,21,3,-4,-33
Cc1cc(=O)n(Cc2ccccc2)c2c(C)cccc12,0,2,-2,-1.0,13,20,-13,-1,-11
Cc1ccccc1C(=O)NNC(=O)c1cc(S(=O)(=O)N2CCOCC2)ccc1C,-12,2,-4,-0.2,27,11,-2,-2,3
COc1ccc(C2CC(c3cccs3)n3nc(N)nc3N2)cc1 (stereo unspecified),14,-4,3,-1.2,-21,29,26,0,20
CSc1nnc(NC(=O)c2nc(S(=O)(=O)Cc3cccc(C)c3)ncc2Cl)s1,15,0,-5,-1.8,-1,15,0,4,13
O=C(Nc1ccc(S(=O)(=O)N2CCCCC2)cc1)c1cccnc1Cl,20,-3,5,-0.4,-6,18,42*,1,22
COc1ccc(C(=O)NCC(=O)N/N=C/c2cn[nH]c2-c2ccccc2)cc1,21,-1,-2,-1.6,-18,4,9,0,2
Cc1ccc(-c2nnn(CC(=O)N(c3ccc(F)cc3)C(C(=O)NC(C)(C)C)c3ccco3)n2)o1 (stereo unspecified),6,3,-3,0.5,3,4,3,4,-4
CCOc1ccccc1NC(=O)CCC(=O)Nc1nnc(C2CCCCC2)s1,-2,15*,-1,-1.0,-3,4,0,-1,3

Some of these compounds in order of length of the SMILES, smallest number first:
Molecule,TIM10 inh,GRIN3A LBD mod,beta cell repl,MPTP block,APJ antagonist,NALP3 yeast inh,tim10-1 inh,APJ ag,tim23-1 inh
COc1ccc(C2CC(c3cccs3)n3nc(N)nc3N2)cc1 (stereo unspecified),14,-4,3,-1.2,-21,29,26,0,20
O=C(Nc1ccc(S(=O)(=O)N2CCCCC2)cc1)c1cccnc1Cl,20,-3,5,-0.4,-6,18,42*,1,22
O=C(Cc1ccccc1)NCCCN1CCN(CCCNC(=O)Cc2ccccc2)CC1,2,-1,-2,1.9,16,21,3,-4,-33
